# From PubChem BioAssay
# IDH1 R132H inh = inhibitors of IDH1 R132H reductase, primary screen, biochemical, plate reader, single point; Isocitrate dehydrogenase [NADP] cytoplasmic (Homo sapiens), O75874; diaphorase/resazurin fluorescence, 60 min; inhibition, % at 10 µM; 0.18% of 70,000 active; AID 624101, 2012; in the data active = inhibition above about 34%;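 also: 0% = DMSO and 100% = no enzyme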
# EZH2 inh = EZH2/PRC2 methyltransferase inhibitors, primary screen, biochemical, DELFIA time-resolved fluorescence, single point | Histone-lysine N-methyltransferase EZH2 (Homo sapiens), Q15910 | PRC2 H3K27 methylation, DELFIA TRF, 1 h | inhibition, % at 12.5 µM | 0.35% of 57,000 active | AID 651548, 2012;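 active = mean inhibition of replicates at least 50% and every single replicate also reaching 50%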;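 also: dimethyl H3K27 on biotinylated H3 21-44 peptide detected by antibody; plate controls were median neutral control wells for no effect and median positive control wells for full effect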
# Target sequence (Q15910 whole entry, looked up): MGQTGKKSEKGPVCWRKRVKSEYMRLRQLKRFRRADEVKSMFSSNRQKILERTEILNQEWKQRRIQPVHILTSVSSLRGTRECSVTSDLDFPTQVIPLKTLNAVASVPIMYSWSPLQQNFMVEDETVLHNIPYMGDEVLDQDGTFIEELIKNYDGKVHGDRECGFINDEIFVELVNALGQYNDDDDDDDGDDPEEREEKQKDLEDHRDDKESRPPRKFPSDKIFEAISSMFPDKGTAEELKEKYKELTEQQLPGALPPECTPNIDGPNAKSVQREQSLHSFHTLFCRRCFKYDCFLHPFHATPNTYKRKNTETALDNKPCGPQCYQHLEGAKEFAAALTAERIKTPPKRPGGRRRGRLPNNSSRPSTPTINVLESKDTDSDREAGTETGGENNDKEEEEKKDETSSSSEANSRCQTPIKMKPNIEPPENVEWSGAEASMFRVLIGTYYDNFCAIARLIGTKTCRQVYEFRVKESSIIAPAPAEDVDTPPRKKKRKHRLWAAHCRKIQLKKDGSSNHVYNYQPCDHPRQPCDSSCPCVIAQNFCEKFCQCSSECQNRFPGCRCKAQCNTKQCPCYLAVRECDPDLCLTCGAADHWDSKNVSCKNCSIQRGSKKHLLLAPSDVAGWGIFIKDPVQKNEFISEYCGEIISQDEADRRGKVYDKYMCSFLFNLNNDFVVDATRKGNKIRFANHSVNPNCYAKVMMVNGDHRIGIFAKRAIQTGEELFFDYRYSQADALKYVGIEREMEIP
# The depositor's hits bear a star; . = not tested or not shown. A portion of the library. The share of hits here may be higher or lower than overall.
smiles | IDH1 R132H inh | EZH2 inh
C[C@H](CO)N1C[C@H](C)[C@@H](CN(C)Cc2ccncc2)Oc2ccc(NC(=O)CCCCCC(=O)Nc3ccccc3N)cc2CC1=O | 0.4 | .
C[C@H]1CN([C@@H](C)CO)C(=O)Cc2cc(NC(=O)C3CCCCC3)ccc2O[C@@H]1CN(C)CC1CCCCC1 | -0.5 | .
C[C@H](CO)N1C[C@H](C)[C@H](CN(C)S(=O)(=O)c2cccs2)Oc2ncc(C#Cc3ccccc3)cc2C1=O | -1.4 | .
Cc1noc(C)c1NC(=O)N(C)C[C@H]1Oc2c(NC(=O)c3cnccn3)cccc2C(=O)N([C@H](C)CO)C[C@@H]1C | -1.5 | .
NC(=O)Cc1ccc(O)c(Cl)c1 | 0.2 | .
CN1CCN(C(=O)C2=C[C@@H](c3coc4ccccc4c3=O)C[C@@H](OCc3ccc(CO)cc3)O2)CC1 | . | -0.6
CN(CC(=O)Nc1ccccc1[N+](=O)[O-])S(=O)(=O)c1ccc(Cl)cc1 | 0.1 | -19.0
C[C@@H]1CN([C@H](C)CO)C(=O)c2ccccc2-c2ccccc2CO[C@@H]1CN(C)C(=O)[C@@H]1CCCN1C | 0.4 | 9.7
COCc1cn(CC[C@@H]2CC[C@@H](NC(=O)Nc3ccc(Cl)cc3)[C@H](CO)O2)nn1 | 0.6 | 3.3
C[C@@H]1CN([C@@H](C)CO)C(=O)c2cc(NC(=O)C3CCCCC3)ccc2O[C@H]1CN(C)S(C)(=O)=O | . | 9.6
COc1cc(OC)c(C2=NOC(C(=O)NCC3CCCO3)C2)cc1Cl (centres undefined) | 0.0 | -0.3
CC(C)NC(=O)N(C)C[C@H]1Oc2c(NC(=O)Nc3cccc4ccccc34)cccc2C(=O)N([C@H](C)CO)C[C@@H]1C | -3.9 | -6.6
C=CCNC(=O)[C@H]1[C@@H]2C(=O)O[C@@H](c3ccccc3)[C@@H](c3ccccc3)N2[C@@H](c2ccc(O)cc2)[C@]12C(=O)N(C(=O)OCCOC)c1ccc(C#CC3=CCCCC3)cc12 | . | 4.4
CC(C)COC(=O)N(C)C[C@@H]1OCc2ccccc2-c2ccccc2C(=O)N([C@@H](C)CO)C[C@@H]1C | -1.5 | 1.2
COc1ccc(CN(C)C[C@H]2OCCCC[C@H](C)Oc3ccc(NS(=O)(=O)c4c(C)noc4C)cc3C(=O)N([C@H](C)CO)C[C@@H]2C)cc1 | 0.5 | .
COc1ccc(S(=O)(=O)Nc2ccc3c(c2)CC(=O)N([C@@H](C)CO)C[C@H](C)[C@@H](CN(C)Cc2ccc4c(c2)OCO4)O3)cc1 | 0.1 | .
COc1ccc(CN(C)C[C@@H]2Oc3ccc(NC(=O)Cc4cn(C)c5ccccc45)cc3CC(=O)N([C@@H](C)CO)C[C@H]2C)cc1 | -15.7 | .
C[C@H](CO)N1C[C@H](C)[C@@H](CN(C)C(=O)Cc2ccccc2)Oc2cc(C#CC3(O)CCCC3)ccc2S1(=O)=O | -0.3 | .
COc1cc2c(cc1OC)CN(C(=O)[C@H]1[C@@H]3C(=O)O[C@@H](c4ccccc4)[C@@H](c4ccccc4)N3[C@@H](c3ccccc3OCCO)[C@]13C(=O)Nc1ccccc13)CC2 | . | -22.6
C[C@H](CO)N1C[C@H](C)[C@@H](CN(C)C(=O)Nc2ccccc2)Oc2ccc(NC(=O)Nc3ccc(F)cc3)cc2C1=O | -0.4 | .
O=C(O)c1ccc2nc(-c3ccccc3)c(-c3ccccc3)nc2c1 | 2.7 | -11.0
C[C@@H]1CN([C@@H](C)CO)S(=O)(=O)c2ccc(-c3cccc(C(=O)N(C)C)c3)cc2O[C@@H]1CN(C)Cc1ccc2c(c1)OCO2 | -0.2 | 0.6
C[C@H](CO)N1C[C@H](C)[C@H](CN(C)Cc2ccc3c(c2)OCO3)Oc2ccc(NC(=O)Nc3ccc(F)cc3)cc2CC1=O | 1.2 | .
C[C@@H]1CN([C@H](C)CO)C(=O)Cc2cc(NC(=O)Nc3ccc4c(c3)OCO4)ccc2O[C@@H]1CN(C)C(=O)Nc1ccc2c(c1)OCO2 | -0.2 | .
CC(=O)N[C@@H]1CC[C@@H](CCNC(=O)C2CC2)O[C@@H]1CO | 0.9 | -0.5
NC(=O)NCC#Cc1ccc2c(c1)[C@]1(C(=O)N2)[C@H](c2ccccc2OCCO)N2[C@H](c3ccccc3)[C@H](c3ccccc3)OC(=O)[C@H]2[C@@H]1C(N)=O | . | -30.6
Cc1[nH]cnc1/C=N/NC(=O)c1ccccc1O | -0.5 | 16.4
C[C@H](CO)N1C[C@H](C)[C@H](CN(C)C(=O)Nc2ccc3c(c2)OCO3)OCCCC[C@H](C)Oc2ccc(NC(=O)Cc3ccccc3)cc2C1=O | 0.2 | .
COc1ccc(S(=O)(=O)Nc2ccc3c(c2)C(=O)N([C@@H](C)CO)C[C@H](C)[C@@H](CN(C)C(=O)Nc2ccc(F)cc2)OCCCC[C@@H](C)O3)cc1 | 1.5 | .
Cc1cc(C(=O)Nc2ccc(OCC(=O)O)cc2)ccc1[N+](=O)[O-] | 0.3 | 4.0
O=C(C[C@@H]1C[C@@H]2c3cc(NC(=O)NC4CCCC4)ccc3O[C@@H]2[C@H](CO)O1)NC1CCCCC1 | 0.0 | 4.6
CC1CCc2c(sc(NC(=O)CCN3C(=O)c4ccccc4C3=O)c2C#N)C1 (centres undefined) | -0.1 | 7.9
COCC(=O)N[C@H]1C=C[C@H](CC(=O)NCc2ccccc2OC)O[C@H]1CO | 0.3 | -2.0
CN(C)CCCNC(=O)C[C@@H]1C=C[C@H](NC(=O)Cc2cccnc2)[C@@H](CO)O1 | -0.2 | 16.0
C[C@@H]1CN([C@H](C)CO)C(=O)c2cc(NC(=O)Nc3ccccc3)ccc2O[C@@H](C)CCCCO[C@@H]1CN(C)Cc1ccc(C(F)(F)F)cc1 | 0.3 | .
CC1=C(C(=O)Nc2ccccc2C)C(c2ccccc2OCc2ccccc2)n2ncnc2N1 (centres undefined) | 0.3 | -12.4
C[C@@H]1CN([C@H](C)CO)C(=O)c2cccc(NS(=O)(=O)c3cn(C)cn3)c2O[C@H]1CN(C)Cc1ccccc1 | 1.5 | 4.6
C[C@@H]1CN([C@@H](C)CO)S(=O)(=O)c2ccc(-c3ccncc3)cc2O[C@@H]1CN(C)C(=O)Nc1ccc(C(F)(F)F)cc1 | 0.9 | .
C[C@H](CO)N1C[C@H](C)[C@@H](CN(C)CC2CC2)Oc2c(NC(=O)NC3CCCCC3)cccc2C1=O | 1.8 | -13.9
CC(C)NC(=O)N(C)C[C@@H]1OCCCC[C@@H](C)Oc2ccc(NS(C)(=O)=O)cc2C(=O)N([C@H](C)CO)C[C@@H]1C | 3.6 | .
Cc1noc(C)c1NC(=O)Nc1ccc2c(c1)C(=O)N([C@H](C)CO)C[C@H](C)[C@H](CN(C)Cc1ccccc1)OCCCC[C@H](C)O2 | 1.4 | .
CO[C@@H]1CN(C)C(=O)c2cc(NC(=O)C3CCCC3)ccc2OC[C@@H](C)N(Cc2nccs2)C[C@H]1C | 0.2 | 8.8
CC(C)(C)[C@H]1C=C(C(=O)Nc2ccccc2)O[C@@H](OCCCCO)C1 | . | 2.0
CO[C@@H]1CN(C)C(=O)c2cc(NC(=O)c3cc(C)on3)ccc2OC[C@@H](C)N(CC2CC2)C[C@@H]1C | 0.3 | -12.3
O=C(CCN1CCCCC1)N[C@@H]1CC[C@@H](CCn2cc(-c3cccc(F)c3)nn2)O[C@@H]1CO | 0.0 | -0.1
C[C@H]1CN([C@@H](C)CO)S(=O)(=O)c2ccc(-c3ccccc3F)cc2O[C@H]1CN(C)S(C)(=O)=O | -1.4 | -5.2
C[C@H](CO)N1C[C@H](C)[C@H](CN(C)S(C)(=O)=O)Oc2ccc(NC(=O)c3ccncc3)cc2C1=O | . | -6.3
CC1=C(C(=O)Nc2ccccc2)C(CC(C)C)n2nc(SCc3cccc(C)c3)nc2N1 (centres undefined) | -0.2 | -2.9
O=C(N/N=C/c1ccc(O)cc1O)c1ccccc1O | . | 14.0
CCCN1C[C@@H](C)[C@H](OC)CN(C)C(=O)c2ccc(NC(=O)C3CCOCC3)cc2OC[C@@H]1C | 0.3 | 4.1
Cc1c(CO)c2ccccc2n1Cc1ccccc1C#N | -0.1 | 10.8
Cc1ccc(S(=O)(=O)Nc2cccc3c2O[C@H](CN(C)CC2CC2)[C@@H](C)CN([C@H](C)CO)C3=O)cc1 | -0.4 | 1.5
COc1ccc(S(=O)(=O)N[C@H]2C=C[C@H](CC(=O)N3CCN(c4ccccc4)CC3)O[C@@H]2CO)cc1 | -0.2 | -3.5
O=C(CSc1n[nH]c(-c2ccncc2)n1)Nc1ccc(Br)cc1 | 0.3 | 3.1
C[C@H]1CN([C@@H](C)CO)C(=O)Cc2cc(NC(=O)Nc3cccc4ccccc34)ccc2O[C@H]1CN(C)Cc1ccncc1 | -2.5 | -2.4
Cc1noc(C)c1NC(=O)Nc1ccc2c(c1)CC(=O)N([C@H](C)CO)C[C@@H](C)[C@@H](CN(C)S(=O)(=O)c1c(C)noc1C)O2 | -0.6 | .
COc1ccc(CNC(=O)C[C@@H]2CC[C@@H](NS(=O)(=O)c3cccc(OC)c3)[C@H](CO)O2)cc1 | 0.1 | -10.4
O=C(CSc1nnc(-c2ccccc2)n1-c1ccccc1)Nc1ccc(C(F)(F)F)cc1 | 1.2 | 9.6
O=C(Cn1cnc2sc(-c3ccccc3)cc2c1=O)Nc1cccc(C(F)(F)F)c1 | 0.4 | 3.0
COc1ccc(CNC(=O)C[C@@H]2C=C[C@H](NC(=O)c3cccc(F)c3)[C@H](CO)O2)cc1 | 0.1 | 3.9

# Full records as entered above.
# `O=C(N/N=C/c1ccc(O)cc1O)c1ccccc1O` reads IDH1 R132H inh: .; EZH2 inh: 14.0
# `O=C(CSc1n[nH]c(-c2ccncc2)n1)Nc1ccc(Br)cc1` reads IDH1 R132H inh: 0.3; EZH2 inh: 3.1
# `Cc1noc(C)c1NC(=O)Nc1ccc2c(c1)CC(=O)N([C@H](C)CO)C[C@@H](C)[C@@H](CN(C)S(=O)(=O)c1c(C)noc1C)O2` reads IDH1 R132H inh: -0.6; EZH2 inh: .

# Looked up one by one from above (two):
smiles | IDH1 R132H inh | EZH2 inh
COc1ccc(CN(C)C[C@@H]2Oc3ccc(NC(=O)Cc4cn(C)c5ccccc45)cc3CC(=O)N([C@@H](C)CO)C[C@H]2C)cc1 | -15.7 | .
C[C@@H]1CN([C@H](C)CO)C(=O)Cc2cc(NC(=O)Nc3ccc4c(c3)OCO4)ccc2O[C@@H]1CN(C)C(=O)Nc1ccc2c(c1)OCO2 | -0.2 | .

# Next results:
mol	IDH1 R132H inh	EZH2 inh
O=C(N[C@H]1CC[C@@H](CCn2cc(C3(O)CCCC3)nn2)O[C@H]1CO)C1CC1	-0.2	3.6
COc1cc(CN2CCC(C(=O)NC(C)c3ccc(OC)c(OC)c3)CC2)cc(OC)c1 (centres undefined)	.	6.6
C[C@H](CO)N1C[C@H](C)[C@@H](CN(C)C)Oc2cc(-c3cccnc3)ccc2S1(=O)=O	-6.7	3.7
C[C@H]1CN([C@@H](C)CO)C(=O)c2cc(C#Cc3ccccc3)cnc2O[C@H]1CN(C)CC1CCOCC1	0.3	-11.9
C[C@@H]1CN([C@H](C)CO)C(=O)Cc2cc(NS(=O)(=O)c3cccs3)ccc2O[C@H]1CN(C)S(=O)(=O)c1cn(C)cn1	0.1	.
COc1ccc(S(=O)(=O)Nc2ccc3c(c2)CC(=O)N([C@H](C)CO)C[C@H](C)[C@@H](CN(C)C(=O)Nc2ccccc2)O3)cc1	-12.8	.
C[C@H](CO)N1C[C@H](C)[C@@H](CN(C)Cc2ccc(Cl)c(Cl)c2)Oc2ccc(NC(=O)CCC(F)(F)F)cc2CC1=O	-1.6	.
CCCNC(=O)N[C@H]1CC[C@@H](CC(=O)N2CCN(C)CC2)O[C@@H]1CO	-0.2	-3.2
C[C@H]1CN([C@@H](C)CO)C(=O)c2cc(-c3cccc(F)c3)cnc2O[C@@H]1CN(C)C(=O)C1CC1	-0.3	-2.0
C[C@@H]1CCCCO[C@H](CN(C)CC2CCCCC2)[C@@H](C)CN([C@H](C)CO)C(=O)c2cc(NC(=O)Nc3ccc(C(F)(F)F)cc3)ccc2O1	0.3	.
CCCN(C)C[C@@H]1Oc2ncc(-c3ccccc3)cc2C(=O)N([C@@H](C)CO)C[C@H]1C	-1.9	-11.7
O=C(COc1ccc2oc3c(c2c1)CCCC3)Nc1cccnc1	0.3	17.7
COc1ccc(NC(=O)N(C)C[C@H]2OCc3ccccc3-c3ccccc3C(=O)N([C@H](C)CO)C[C@H]2C)cc1	-1.4	-6.4
CC(C)NC(=O)N[C@H]1CC[C@H](CC(=O)NCCN2CCCC2)O[C@H]1CO	0.3	-19.3
Cc1noc(C)c1NC(=O)Nc1ccc2c(c1)C(=O)N([C@@H](C)CO)C[C@H](C)[C@H](CN(C)S(=O)(=O)c1cccs1)OCCCC[C@H](C)O2	2.7	.
C[C@H](CO)N1C[C@H](C)[C@@H](CN(C)Cc2ccncc2)OCCCC[C@H](C)Oc2ccc(NS(C)(=O)=O)cc2C1=O	0.6	8.3
COc1ccc(NC(=O)N(C)C[C@@H]2OCCCC[C@H](C)Oc3ccc(NC(=O)CCCN(C)C)cc3C(=O)N([C@H](C)CO)C[C@@H]2C)cc1	1.8	.
C[C@@H]1CN([C@@H](C)CO)S(=O)(=O)c2ccc(-c3ccc(C(=O)N(C)C)cc3)cc2O[C@@H]1CN(C)C(=O)C1CC1	.	5.4
C[C@H](CO)N1C[C@H](C)[C@H](CN(C)Cc2ccncc2)Oc2ncc(C#Cc3ccc(F)cc3)cc2C1=O	3.3	.
